CF NFkB block: cystic fibrosis NF-kB activation inhibition; KKLEB NF-kB-GFP reporter, PAF-induced, GFP fluorescence overnight; inhibition, % at 5 µM; 0.86% of 360,000 active; AID 588850;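 active means at least 50% inhibition at 5 µM, scaled per plate between neutral and stimulator controls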;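 further: PAF is a Pseudomonas aeruginosa culture filtrate used as stimulus; plate controls were PAF-stimulated DMSO wells for no effect and unstimulated DMSO wells for full effect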
CaV13 ICDI inh: Disruptors of the CACNA1D IQ motif to Ca2+-dependent inactivation inhibitor domain association, primary screening, Förster resonance energy transfer in intact living …; HEK cells, CFP/YFP FRET ICDI-IQ, plate reader, 10 min; percent FRET-ratio fall versus neutral wells; inhibition, % at 12.3 µM; 0.098% of 340,000 active; AID 743397;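 active means mean replicate inhibition of at least 30% and at least 1% of replicates passing that level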;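 further: 0% = median of the neutral control wells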
PDI inh: PDI (human) enzyme inhibition; P07237; inhibition, % at 10 µM; 0.052% of 350,000 active; AID 588391; PDI insulin aggregation turbidity, A650, 90 min;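 active means mean inhibition across replicates of 30% or more, whatever share of single replicates reach that level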;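 further: absorbance from insulin aggregation driven by PDI reduction with DTT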
Target sequence (P07237 whole entry, looked up): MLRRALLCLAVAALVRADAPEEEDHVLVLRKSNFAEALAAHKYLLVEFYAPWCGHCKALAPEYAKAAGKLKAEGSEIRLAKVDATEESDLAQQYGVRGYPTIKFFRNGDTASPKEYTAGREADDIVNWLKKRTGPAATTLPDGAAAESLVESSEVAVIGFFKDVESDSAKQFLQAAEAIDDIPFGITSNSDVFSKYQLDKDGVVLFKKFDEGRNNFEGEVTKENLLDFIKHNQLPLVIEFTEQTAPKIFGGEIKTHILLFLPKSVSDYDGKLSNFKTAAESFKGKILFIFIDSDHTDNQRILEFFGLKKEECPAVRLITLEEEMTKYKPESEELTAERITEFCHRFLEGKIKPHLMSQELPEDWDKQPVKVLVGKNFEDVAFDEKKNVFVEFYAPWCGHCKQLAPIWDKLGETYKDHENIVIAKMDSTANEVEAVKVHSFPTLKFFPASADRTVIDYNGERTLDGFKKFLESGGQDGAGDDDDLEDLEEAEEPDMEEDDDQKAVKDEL
HIF-2a inh: HIF-2a inhibition; 786-0 RCC cells HIF-2a reporter, luciferase luminescence, overnight; inhibition, % at 18.8 µM; 0.72% of 360,000 active; AID 624352;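 active means inhibition of the luminescence signal of 40% or more relative to plate controls, in a single-dose primary screen at 18.75 µM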
NR2E3 ag-1: agonists of human nuclear receptor NR2E3. GST-NR2E3/biotin-RetCOR TR-FRET, 1536-well. inhibition of corepressor binding, % at 4.78 µM. 0.12% of 320,000 active. AID 2300;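 active means percent inhibition above the cutoff of mean plus 3 SD of all tested compounds, set per screening campaign, cut at about 20% in these data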;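 further: 0% = DMSO wells and 100% = biotin wells as full block of FRET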
Target sequence (Q9Y5X4 whole entry, looked up): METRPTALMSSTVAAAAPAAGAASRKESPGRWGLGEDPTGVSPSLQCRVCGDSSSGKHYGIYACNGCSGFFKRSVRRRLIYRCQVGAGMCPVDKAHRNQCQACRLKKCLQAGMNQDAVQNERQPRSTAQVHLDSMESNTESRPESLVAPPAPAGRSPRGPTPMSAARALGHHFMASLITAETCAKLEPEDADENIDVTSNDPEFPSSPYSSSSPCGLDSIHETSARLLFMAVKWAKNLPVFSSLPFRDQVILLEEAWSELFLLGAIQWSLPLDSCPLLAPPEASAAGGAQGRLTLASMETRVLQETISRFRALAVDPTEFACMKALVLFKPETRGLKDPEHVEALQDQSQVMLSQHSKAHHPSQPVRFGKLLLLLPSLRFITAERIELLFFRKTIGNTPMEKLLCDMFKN
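Material – GST-tagged NR2E3 plus biotinylated RetCOR corepressor · Quantity – NR2E3 fusion 1.35 nM · Times – 5 h incubation at 4 °C · Medium – pH 7.5 Tris-based buffer · Technique – TR-FRET, Eu(K)-anti-GST donor, streptavidin-D2 acceptor, ex 340, em 617/671 nm · Benchmarks – high control biotin, low control 0.6% DMSO · Format – 1536-well plates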
Shn3 inh set2: inhibitors of Schnurri-3 3'UTR reporter in osteoblasts. 0.52% of 360,000 active. inhibition, % at 12.5 µM. Clone20 osteoblast Shn3 3'UTR firefly luciferase, 24 h;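 active means mean inhibition of at least 75% with every replicate also reaching 75%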;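 further: 0% = median of neutral control wells and 100% = pilot-screen positive control compound; some compounds past the cut are filed as inactive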
Vif inh: blocks HIV Vif function; 0.35% of 340,000 active; HEK293T cells, Vif self-association by quenched fluorescence, imaging, 24 h; AID 602346; inhibition, % at 7.49 µM; in the data active means inhibition above about 50%, passing the limit was not always enough; further: some results filed as inactive read as strong as hits
Peg3 promoter: reduces Peg3 promoter-driven luciferase expression in HeLa. AID 588405. HeLa PEG-Prom luciferase reporter, luminescence, overnight. inhibition, % at 20 µM. 1.7% of 360,000 active;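 active means inhibition of at least 50% at 20 µM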
KKLEB cytotox: reduces viability of KKLEB cystic fibrosis airway cells. KKLEB CF airway cells viability, ATPlite luminescence, overnight; active compounds read low; cells stimulated with P. aeruginosa culture filtrate. activity change (cytotoxicity), % at 5 µM. 0.36% of 360,000 active;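 active means corrected activity change at or below -50% at 5 µM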
NR2E3 ag-2: human photoreceptor-specific nuclear receptor agonism; inhibition of corepressor binding, % at 3.98 µM; CHO-S Gal4-NCOR/VP16-NR2E3 two-hybrid, luciferase; AID 602229; 0.35% of 360,000 active;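 active means inhibition above the mean of all tested compounds plus 3 SD, cut at about 70% in these data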;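 further: 0% = DMSO with NR2E3 transfected cells and 100% = cells lacking NR2E3 construct; higher means lower luciferase signal from less NR2E3 corepressor binding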
MITF TRPM1 inh: reduces MITF-dependent TRPM1 promoter luciferase signal; SK-MEL-5 TRPM1 promoter luciferase, 24 h; inhibition, % at 12.5 µM; 0.83% of 330,000 active;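 active means mean inhibition across replicates of 60% or more, whatever share of single replicates reaches that level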; further: values of inactives mirror those of a sister screen read the other way
The depositor's hits bear a star; x = no result given.

SMILES	CF NFkB block	CaV13 ICDI inh	PDI inh	HIF-2a inh	NR2E3 ag-1	Shn3 inh set2	Vif inh	Peg3 promoter	KKLEB cytotox	NR2E3 ag-2	MITF TRPM1 inh
CC(=O)N1N=C(c2cccc(NS(=O)(=O)c3ccc(C)cc3)c2)CC1c1ccco1 (stereo not drawn)	-20	-3	3	9	-1	9	-6	31	-6	17	7
CCN(c1ccccc1)S(=O)(=O)c1cccc(C(=O)N2CCN(S(=O)(=O)c3ccccc3)CC2)c1	-12	x	6	19	0	11	0	-106	9	24	-2
O=C(Cn1c(NCCO)nc2ccccc21)NCCc1ccccc1	8	x	3	9	2	-3	x	11	-7	2	-2
Nc1ccccc1C(O)(Cc1ccccc1)c1ccccc1 (stereo not drawn)	-6	-3	-1	25	0	-10	6	13	9	-14	-7
CCOC(=O)c1ccc(NC(=O)C2(c3ccc(OC)cc3)CCOCC2)cc1	6	-5	8	18	4	-2	-2	12	-8	-3	-3
O=C(Nc1cccc(N=Cc2cc(Br)cc(Br)c2O)c1)c1ccco1	10	-5	5	0	1	-90	-4	-17	22	-17	5
O=C(CN1CCN(S(=O)(=O)c2ccccc2)CC1)N1CCc2ccccc21	8	-3	0	10	2	10	-7	5	4	6	4
CCC1(c2ccc(F)cc2)NC(=O)N(CC(=O)N2CCN(S(=O)(=O)c3ccc(C)cc3)CC2)C1=O (stereo not drawn)	-21	-1	-10	6	8	3	1	9	15	2	16
CS(=O)(=O)N(CC(=O)NCc1ccccc1Cl)Cc1ccccc1	4	-4	-17	8	-1	-10	-2	12	-8	9	6
c1ccc2c(NC3CCCC3)nnc(NC3CCCC3)c2c1	7	-4	10	20	5	-24	18	26	-9	-4	9
CCOC(=O)c1nnn(CC(=O)N2N=C(c3ccc(Cl)cc3)CC2c2ccc(OC)cc2)c1C(=O)OCC (stereo not drawn)	22	-6	3	16	1	74	13	-5	-16	2	-7
O=C(CCCc1nc2ccccc2s1)Nc1nccs1	21	-5	0	-24	3	4	12	5	-12	-14	3
O=C1C(Cl)=C(Nc2cccc(O)c2)C(=O)N1Cc1ccccc1	-20	0	4	10	6	1	-14	33	-5	-13	-2
Cn1c(N)c(C(=O)COC(=O)c2ccc(F)cc2Cl)c(=O)n(C)c1=O	17	-5	4	1	x	2	x	-5	-11	-24	-13
COc1ccc(N2CCOCC2)c(NC(=O)c2ccc3c(c2)OCO3)c1	9	-4	-1	-7	-1	-6	3	5	-3	-12	5
O=C(O)c1ccc(-c2nc(-c3ccccc3Cl)cs2)cc1	8	-4	1	-163	2	-77	9	-195	-4	-117	-45
COc1ccccc1-c1cnn2c(NCCc3ccccc3)cc(C)nc12	-15	-19	4	-218	-4	-38	-4	-189	0	-95	-73
O=C(COc1ccc(Cl)cc1)N1CCCCCCC1	3	0	4	-41	5	3	-1	-31	15	-22	-11
CC(=O)N1Cc2[nH]c3ccccc3c2CC1C(=O)O (stereo not drawn)	-7	-13	1	7	x	10	5	6	6	5	-12
O=C(NCC1CCCO1)c1cccc(C(=O)NCC2CCCO2)c1 (stereo not drawn)	7	-20	9	19	2	-3	9	12	9	-14	-3
CC(C)CNC(=O)CSc1nc2nn(-c3ccccc3)c(=O)c-2c2n1CCCCC2	2	-2	1	17	1	2	0	32	-1	-13	-3
Cc1cc2c(c(SCC(=O)NCCc3ccccc3)n1)C(=O)OC2	-4	-5	3	11	4	3	5	7	3	-12	-3
C=CCC1NS(=O)(=O)OC(COC)C1C (stereo not drawn)	-14	-4	-13	8	5	-6	0	0	5	7	-9
COc1cc(C(CC(=O)Nc2ccc(Cl)cn2)N2Cc3ccccc3C2=O)cc(OC)c1OC (stereo not drawn)	-3	-1	-1	15	2	3	14	13	-3	6	8
O=C(O)c1ccccc1C(=O)c1ccc2c(c1)CCC2	-24	-19	6	10	1	-18	15	2	9	-7	1
CC(=O)OCC(=O)NCC(=O)c1c[nH]c2ccccc12	-5	-5	-3	15	-1	2	4	-10	9	28	4
Cc1ccc(NC(=O)CN(C)C(=O)CSc2nncn2C)cc1	-1	x	-3	5	0	-7	4	3	11	6	1
CCN(CC(=O)Nc1c(F)cccc1F)C(=O)c1c(-c2ccccc2Cl)noc1C	20	-6	-5	18	x	-3	-4	13	-19	3	x
CC(=O)NC(Cc1ccc(F)c(F)c1)C(=O)NC1CCN(c2nnnn2-c2ccccc2)CC1 (stereo not drawn)	-16	-1	-8	10	-2	11	-11	2	-3	-1	7
C=CC(O)(C#CCN(CC)CC)c1ccccc1 (stereo not drawn)	-4	-4	-3	15	0	-21	5	2	-2	-4	7
Cc1c(N(C(=O)Cc2cccs2)C2(C(=O)NC3CCCC3)CCCCC2)c(=O)n(-c2ccccc2)n1C	10	2	-2	9	2	5	-3	5	-5	-24	5
Oc1ccc(C2C(c3ccccc3)=NN=C(c3ccc(Cl)cc3)N2O)c(O)c1 (stereo not drawn)	-20	-5	3	-85	-1	-9	x	-80	13	-40	-19
O=C(Nc1ccc(O)c(-c2nc3ccccc3o2)c1)C1(c2ccc(Br)cc2)CCCC1	20	-5	8	15	-4	12	5	0	-2	-15	3
CNC(=O)CCn1nc(-c2ccccc2)c2ccccc2c1=O	10	-5	-5	17	6	4	-12	11	7	-8	-15
CCCCSC1=C(C#N)C(c2ccccc2C)CC(=O)N1 (stereo not drawn)	0	-6	1	18	3	11	-6	27	-4	3	x
CCOc1ccccc1NC(=O)C1CCN(C(=O)C2CC(=O)N(c3ccc(C)cc3)C2)CC1 (stereo not drawn)	-1	-2	-6	11	0	7	-50	-3	0	-16	10
CC(OC(=O)c1cc(=O)c2cc(Cl)ccc2o1)C(=O)N1CCCC1 (stereo not drawn)	-3	-5	-2	2	x	-13	-2	6	-5	1	3
O=C(CCCN1C(=O)c2cccnc2C1=O)N1CC(=O)N(CCc2ccccc2)C(=O)C1	4	-4	-3	4	-1	-3	x	6	-15	-22	16
CN1C[C@@H]2C(c3ccc(Cl)nc3)C3(c4cccnc4)CC2(C3)[C@H]1c1ccccc1 (stereo partly drawn)	7	-4	5	17	5	-10	-3	3	-10	-13	2
CCc1ccc(NS(=O)(=O)c2ccc3[nH]c(=O)[nH]c3c2)cc1	-14	-2	3	1	1	13	-8	17	-1	18	5
C=CCn1c(-c2ccc(N)cc2)nc2ccccc21	-7	6	4	-211	0	-49	0	-210	2	-31	-66
Cc1cc(N2CCOCC2)nc2cc(O)ccc12	2	-8	6	-65	0	-49	-5	-167	-27	-66	-57
Cc1c(Cl)cccc1NC(=O)Cn1cccc1	-11	-10	-8	-5	0	1	4	-10	2	-14	-15
Cc1ccsc1/C=N/NC(=O)CNC(=O)c1cccc([N+](=O)[O-])c1C	24	9	-4	7	4	4	-12	-1	-14	-20	-11
CC(C)CCNCC(O)CON=C1c2ccccc2-c2ccccc21 (stereo not drawn)	10	3	0	9	-5	28	-1	107*	-18	5	-15
COC(=O)c1ccc(CSC2=NC[C@@H]3[C@@H]4C(=O)N(C)C(=O)[C@@H]4[C@](Cc4ccccc4)(C(=O)OC)N23)cc1	8	-5	-6	-1	x	-10	4	3	-5	-4	-6
CCc1nn(C(C)C(=O)NCCN2CCCCCC2)c(=O)c2cc3occc3n12 (stereo not drawn)	4	-4	-3	-2	1	16	-1	-9	8	2	-17
CS(=O)(=O)N(CC(=O)N/N=C/c1ccco1)c1ccccc1Br	-2	-3	1	17	-2	3	-1	8	5	11	-17
COC(=O)CC1c2ccccc2S(=O)(=O)N1Cc1ccccc1 (stereo not drawn)	-18	-5	-6	-6	0	11	x	-2	-3	-30	-9
Cc1ccc(N2C(=O)CC(N(CCc3ccccc3)C(=S)Nc3ccc(N(C)C)cc3)C2=O)cc1 (stereo not drawn)	10	-4	-4	14	-1	18	-2	12	-9	-1	-11
CCCc1cc(C(=O)NCc2ccccc2)no1	-1	-7	x	-149	1	-3	-2	-125	-14	-35	x
Cc1cccc(C)c1OC(=O)C(c1ccccc1)c1ccccc1	-14	-4	-10	7	3	-8	3	24	16	25	5
O=C(Cc1ccccc1)N/N=C/c1ccc(-c2ccc([N+](=O)[O-])cc2)o1	-4	-10	0	12	-1	0	24	10	-1	-15	-6
Cc1nc(Nc2ccccc2C(F)(F)F)sc1C(=O)N(C)C	-9	-2	4	-170	3	-14	-1	-161	-6	-49	-49
COCCN(Cc1cc2cc(C)ccc2nc1Cl)C(=O)Nc1ccccc1C	-9	-7	-1	8	-1	23	-2	18	0	-10	11
Cc1cc(O)ccc1NC(=S)NC(=O)c1cncc(Br)c1	34	-3	-2	-68	2	-4	-3	-28	12	-13	-19
CCOc1ccccc1NC(=O)Cn1c(=O)n(-c2ccccc2)c(=O)c2oc3ccccc3c21	12	-2	12	11	-1	27	-1	29	-15	13	12
CCOC(=O)C1=CN(CC)S(=O)(=O)NC1c1ccc2ccccc2c1 (stereo not drawn)	18	-5	4	9	x	-21	-2	3	-12	-18	0
CC1(C(=O)NCc2ccc(Cl)c(Cl)c2)Oc2cccnc2NC1=O (stereo not drawn)	-4	-1	-1	16	2	0	-2	5	-2	-12	15
O=C(CSc1nnc(COc2cccc3cccnc23)o1)N1CCc2ccccc21	2	x	-4	3	0	61	3	8	2	-62	27
O=C(C(=O)N1CCN(c2ccccc2)CC1)c1c[nH]c2ccccc12	-6	-2	3	9	10	-4	-1	7	0	9	-4
Cc1cc(C)c(OCCCCNCc2ccccc2)c(Cl)c1	6	-5	6	20	1	49	21	53*	-6	-19	14
COc1ccc(OC)c(N(CC(=O)N2CCCC2)S(=O)(=O)c2ccc(C)cc2)c1	16	-2	1	13	-1	-13	3	-7	0	6	-6

Record cards, from the list above. Values in the order: CF NFkB block, CaV13 ICDI inh, PDI inh, HIF-2a inh, NR2E3 ag-1, Shn3 inh set2, Vif inh, Peg3 promoter, KKLEB cytotox, NR2E3 ag-2, MITF TRPM1 inh
`COC(=O)CC1c2ccccc2S(=O)(=O)N1Cc1ccccc1` (stereo not drawn) across the screens: -18, -5, -6, -6, 0, 11, x, -2, -3, -30, -9
`O=C(C(=O)N1CCN(c2ccccc2)CC1)c1c[nH]c2ccccc12` across the screens: -6, -2, 3, 9, 10, -4, -1, 7, 0, 9, -4
`Cc1cccc(C)c1OC(=O)C(c1ccccc1)c1ccccc1` across the screens: -14, -4, -10, 7, 3, -8, 3, 24, 16, 25, 5
`Cc1nc(Nc2ccccc2C(F)(F)F)sc1C(=O)N(C)C` across the screens: -9, -2, 4, -170, 3, -14, -1, -161, -6, -49, -49
`Cc1ccc(N2C(=O)CC(N(CCc3ccccc3)C(=S)Nc3ccc(N(C)C)cc3)C2=O)cc1` (stereo not drawn) across the screens: 10, -4, -4, 14, -1, 18, -2, 12, -9, -1, -11
